CSN deneddyl inh = inhibitors of CSN-mediated cullin deneddylation, primary screen, biochemical, fluorescence polarization, uHTS | Purified CSN, SCF-Nedd8-OG deneddylation | actives 0.38% (n = 360,000) | inhibition, % at 12.5 µM | AID 651999, 2013;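 active = pattern-corrected inhibition above about 35%, with an unprinted fluorescence ratio check between 0.5 and 1.5, limit read from the data, passing the limit was not always enough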;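 also: 0% = enzyme with substrate and 100% = substrate without enzyme; some results filed as inactive read as strong as hits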
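Assay system: purified human Csn5 enzyme expressed in HEK293T cells; measure: % inhibition; also added: SCFSkp2-Nedd8OG substrate at 10 nM final; technique: fluorescence polarization; times: reaction 90 min, room temperature; medium: Tris buffer pH 7.5, NaCl, DTT, Tween-20, trehalose, ovalbumin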
SKN-1 block = suppressors of acrylamide-induced Pgst-4::GFP reporter in worms, primary screen, SKN-1 inhibitor project, whole organism, uHTS, GFP/RFP fluorescence ratio, strain VP596. C. elegans VP596 Pgst-4::GFP/RFP ratio, 24 h. inhibition, % at 21.8 µM. actives 0.49% (n = 360,000). AID 624304, 2012;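 active = interference check ratio from 0.5 to 1.5 plus GFP to RFP signal ratio inhibition reaching or exceeding a fixed threshold, cut at about 30% in these data, passing the limit was not always enough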; also: some compounds called inactive have numbers as strong as hits
MT1-MMP act inh = blockers of MT1-MMP proenzyme processing, primary screen, HT1080 RFP-PRO-GFP cells, GFP/RFP fluorescence; GFP/RFP ratio fluorescence, overnight; percent of plate control window, DMSO zero; actives 0.061% (n = 360,000); GFP/RFP ratio change, % at 20 µM;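 active = GFP/RFP ratio change of at least 30% with cell ATP level not reduced by more than half and red fluorescence within 50% of control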; also: strong numbers were not always called active
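Assay system: RFP-PRO-GFP reporter HT1080 cells; read-out basis: GFP/RFP fluorescence ratio; benchmarks: DMSO wells and RFP-L50D-GFP cells; doses: 20 µM single dose, 1% DMSO; schedule: overnight cell settling, then overnight compound exposure, 37 °C, 5% CO2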
MLLE-PAM2 inh = inhibitors of PABP1 MLLE–PAM2 peptide binding, primary screen, biochemical, fluorescence polarization, FITC-PAM2, GST-MLLE. actives 0.36% (n = 360,000). AID 588489, 2011. inhibition, % at 20 µM; in the data active = inhibition above about 35%, passing the limit was not always enough;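 also: plate controls were DMSO wells with GST-MLLE for no effect and wells lacking GST-MLLE protein for full effect; some results filed as inactive read as strong as hits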
Rin1-Abl PPI inh = inhibitors of Rin1-Abl protein binding, primary screen, biochemical, TR-FRET; Tyrosine-protein kinase ABL1 (Homo sapiens) + Ras and Rab interactor 1 (Homo sapiens), …; inhibition, % at 7.35 µM; actives 0.4% (n = 360,000); AID 588664, 2011; in the data active = inhibition above about 5%, passing the limit was not always enough
FAS-TE inh = FAS thioesterase domain inhibitors, primary screen, biochemical, fluorescence intensity, uHTS; Fatty acid synthase (Homo sapiens), P49327; recombinant FAS-TE, OMFH fluorogenic substrate, fluorescence endpoint; inhibition, % at 15 µM; actives 0.67% (n = 360,000); AID 602261, 2012;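 active = compounds whose normalised, plate-corrected inhibition of enzyme fluorescence in the single-dose primary screen is 50% or more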;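 also: 0% = DMSO with enzyme and 100% = substrate without enzyme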
Target sequence (P49327 whole entry, looked up, the tested form may be a part): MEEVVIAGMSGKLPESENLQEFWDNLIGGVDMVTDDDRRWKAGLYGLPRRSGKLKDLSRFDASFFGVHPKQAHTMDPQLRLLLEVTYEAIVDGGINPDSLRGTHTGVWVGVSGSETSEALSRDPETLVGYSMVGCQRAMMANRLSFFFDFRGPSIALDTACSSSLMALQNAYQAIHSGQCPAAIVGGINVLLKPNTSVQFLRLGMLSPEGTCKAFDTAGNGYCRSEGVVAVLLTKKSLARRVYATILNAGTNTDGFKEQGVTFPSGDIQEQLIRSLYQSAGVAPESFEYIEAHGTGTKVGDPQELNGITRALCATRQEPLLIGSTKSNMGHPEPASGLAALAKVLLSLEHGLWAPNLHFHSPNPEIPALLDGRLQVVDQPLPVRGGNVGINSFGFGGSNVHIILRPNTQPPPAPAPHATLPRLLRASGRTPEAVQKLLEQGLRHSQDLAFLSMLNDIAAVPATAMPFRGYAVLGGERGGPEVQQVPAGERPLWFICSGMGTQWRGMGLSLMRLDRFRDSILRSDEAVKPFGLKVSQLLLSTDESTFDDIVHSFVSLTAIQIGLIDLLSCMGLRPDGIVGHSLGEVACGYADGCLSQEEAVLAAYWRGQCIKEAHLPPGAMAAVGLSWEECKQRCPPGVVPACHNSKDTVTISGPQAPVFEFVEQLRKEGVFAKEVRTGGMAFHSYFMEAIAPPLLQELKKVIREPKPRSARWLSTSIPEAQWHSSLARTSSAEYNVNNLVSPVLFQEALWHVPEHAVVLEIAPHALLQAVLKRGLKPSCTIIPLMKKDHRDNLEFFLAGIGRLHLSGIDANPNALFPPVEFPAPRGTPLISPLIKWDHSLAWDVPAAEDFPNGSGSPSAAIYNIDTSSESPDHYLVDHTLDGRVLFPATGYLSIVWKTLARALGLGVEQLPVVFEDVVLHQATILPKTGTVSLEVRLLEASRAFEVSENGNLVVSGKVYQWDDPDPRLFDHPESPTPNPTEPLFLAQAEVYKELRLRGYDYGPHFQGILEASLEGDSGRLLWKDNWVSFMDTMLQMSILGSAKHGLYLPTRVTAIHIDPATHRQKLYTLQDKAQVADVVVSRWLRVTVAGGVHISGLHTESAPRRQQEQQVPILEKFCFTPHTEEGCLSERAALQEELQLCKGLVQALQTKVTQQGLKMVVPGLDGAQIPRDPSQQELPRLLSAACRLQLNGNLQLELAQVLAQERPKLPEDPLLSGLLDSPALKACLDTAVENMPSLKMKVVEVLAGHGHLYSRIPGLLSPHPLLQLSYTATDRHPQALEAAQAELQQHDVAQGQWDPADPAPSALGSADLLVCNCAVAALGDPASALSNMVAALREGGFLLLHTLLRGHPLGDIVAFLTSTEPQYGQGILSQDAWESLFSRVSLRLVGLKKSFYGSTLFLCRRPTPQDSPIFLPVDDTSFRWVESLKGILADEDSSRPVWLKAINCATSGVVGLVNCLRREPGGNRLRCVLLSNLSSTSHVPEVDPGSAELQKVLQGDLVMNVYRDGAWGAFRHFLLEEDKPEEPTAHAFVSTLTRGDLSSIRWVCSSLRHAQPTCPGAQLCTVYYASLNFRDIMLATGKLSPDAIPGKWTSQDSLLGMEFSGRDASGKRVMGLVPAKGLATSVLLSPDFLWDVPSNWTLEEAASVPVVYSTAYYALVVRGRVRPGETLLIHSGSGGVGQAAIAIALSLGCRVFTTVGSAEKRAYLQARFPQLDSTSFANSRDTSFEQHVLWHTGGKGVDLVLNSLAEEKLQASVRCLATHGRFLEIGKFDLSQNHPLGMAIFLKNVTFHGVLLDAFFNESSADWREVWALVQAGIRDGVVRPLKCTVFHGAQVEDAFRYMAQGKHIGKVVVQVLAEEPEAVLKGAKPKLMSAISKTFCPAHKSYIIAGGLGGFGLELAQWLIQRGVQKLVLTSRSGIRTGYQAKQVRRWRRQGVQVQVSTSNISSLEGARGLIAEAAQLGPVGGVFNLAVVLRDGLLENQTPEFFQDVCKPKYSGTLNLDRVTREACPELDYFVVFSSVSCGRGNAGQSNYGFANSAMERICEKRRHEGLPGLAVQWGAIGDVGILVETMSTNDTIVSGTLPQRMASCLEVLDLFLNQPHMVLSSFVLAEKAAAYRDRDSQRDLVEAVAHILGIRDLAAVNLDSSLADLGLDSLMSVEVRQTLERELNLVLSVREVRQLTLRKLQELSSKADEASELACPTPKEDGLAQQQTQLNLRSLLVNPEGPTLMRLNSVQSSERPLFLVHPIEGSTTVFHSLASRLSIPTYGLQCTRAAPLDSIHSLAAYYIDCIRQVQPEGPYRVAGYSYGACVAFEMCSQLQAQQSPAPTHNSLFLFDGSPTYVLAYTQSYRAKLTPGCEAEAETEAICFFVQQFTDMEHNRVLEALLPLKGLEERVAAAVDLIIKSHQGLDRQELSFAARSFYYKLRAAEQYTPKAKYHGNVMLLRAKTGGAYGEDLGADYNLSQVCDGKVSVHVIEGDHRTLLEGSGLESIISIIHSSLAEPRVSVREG
Neddylation inh = inhibitors of cullin neddylation, primary screen, biochemical, TR-FRET, uHTS, NAE and Ubc12; NEDD8-conjugating enzyme Ubc12 (Homo sapiens) + NEDD8-activating enzyme E1 regulatory …; actives 0.58% (n = 360,000); calls only at 25 µM; in the data active = inhibition above about 36%
Rpn11 block = Rpn11 (PSMD14) deubiquitinase inhibitors, primary screen, biochemical, fluorescence polarization, uHTS; 26S proteasome non-ATPase regulatory subunit 14 (Homo sapiens), O00487; human 26S proteasome, Ub4-pepOG fluorescence polarization; 20S core pre-blocked with epoxomicin; calls only at 20 µM; actives 0.59% (n = 360,000);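 active = inhibition at 20 µM, scaled to each plate's controls, above about 33%, limit read from the data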
NadD block = inhibitors of S. aureus NadD, primary screen, biochemical, colorimetric, uHTS. inhibition, % at 20 µM. Nicotinate-nucleotide adenylyltransferase NadD (Staphylococcus aureus N315). purified NadD enzyme, colorimetric absorbance read-out. actives 0.78% (n = 360,000); in the data active = inhibition above about 26%; also: some compounds past the cut are filed as inactive
Numbers without * were called inactive; i = inactive; x = no result given.

The opening 2 entries as a preview:
item	molecule	CSN deneddyl inh	SKN-1 block	MT1-MMP act inh	MLLE-PAM2 inh	Rin1-Abl PPI inh	FAS-TE inh	Neddylation inh	Rpn11 block	NadD block
1	O=c1ccn(Cc2ccccc2)c(=O)n1Cc1ccccc1	-2	15	-1	0	-1	-2	i	i	-1
2	O=C(NCc1ccccc1Cl)C1CCCN1S(=O)(=O)c1ccc(F)cc1 (stereo unspecified)	5	19	-1	-2	3	-4	i	i	2

Main list, from the start:
item	molecule	CSN deneddyl inh	SKN-1 block	MT1-MMP act inh	MLLE-PAM2 inh	Rin1-Abl PPI inh	FAS-TE inh	Neddylation inh	Rpn11 block	NadD block
1	O=c1ccn(Cc2ccccc2)c(=O)n1Cc1ccccc1	-2	15	-1	0	-1	-2	i	i	-1
2	O=C(NCc1ccccc1Cl)C1CCCN1S(=O)(=O)c1ccc(F)cc1 (stereo unspecified)	5	19	-1	-2	3	-4	i	i	2
3	Nc1cc(=O)[nH]c(SCC(=O)NCCC2=CCCCC2)n1	1	3	3	24	-1	-3	i	i	1
4	Cc1ccc(NC(=O)[C@H](C)NC(=O)C2CCN(C(=O)[C@@H](N)CC(C)C)CC2)cc1	3	22	-2	-1	1	-3	i	i	-2
5	C=CCCCOc1ccc(C(=O)O)cc1	-4	-3	-2	9	3	-6	i	i	-7
6	C/C=C1\NC(=O)[C@H](CC(N)=O)N(C)C(=O)C([C@@H](C)O)NC(=O)C(CCCc2ccc(OC)cc2)NC(=O)[C@H](C(C)C)NC(=O)/C(=C\C)NC(=O)[C@H](O)[C@@H](C[C@@H](O)CCCCCCC)NC(=O)[C@H](C)NC(=O)CN(C)C(=O)[C@H](CCC(N)=O)NC1=O (stereo partly specified)	0	14	0	-7	1	8	i	i	-9
7	Cn1c(CCC(N)=O)nnc1SCC(=O)Nc1cc(S(=O)(=O)N2CCCC2)ccc1Cl	4	1	7	1	0	-6	i	i	-3
8	Cc1nc(N2CCN(C)CC2)c2c3c(sc2n1)CCCC3	-2	4	-6	6	-2	-5	i	i	-3

Entries 1–3, reprinted for reference:
item	molecule	CSN deneddyl inh	SKN-1 block	MT1-MMP act inh	MLLE-PAM2 inh	Rin1-Abl PPI inh	FAS-TE inh	Neddylation inh	Rpn11 block	NadD block
1	O=c1ccn(Cc2ccccc2)c(=O)n1Cc1ccccc1	-2	15	-1	0	-1	-2	i	i	-1
2	O=C(NCc1ccccc1Cl)C1CCCN1S(=O)(=O)c1ccc(F)cc1 (stereo unspecified)	5	19	-1	-2	3	-4	i	i	2
3	Nc1cc(=O)[nH]c(SCC(=O)NCCC2=CCCCC2)n1	1	3	3	24	-1	-3	i	i	1

Additional compounds.
item	molecule	CSN deneddyl inh	SKN-1 block	MT1-MMP act inh	MLLE-PAM2 inh	Rin1-Abl PPI inh	FAS-TE inh	Neddylation inh	Rpn11 block	NadD block
9	CCc1nnc(NC(=O)CSc2nc(-c3ccccc3)cc(-c3ccc(F)cc3)c2C#N)s1	4	-10	-58	-5	-2	-8	i	i	44*
10	C/C(CC(=O)N1CCN(C=O)CC1)=N\NC(=O)c1ccc(Br)cc1	-6	-15	2	-10	-1	-9	i	i	1
11	Cc1ccc(CNC(=O)C2CCN(S(=O)(=O)N3CCC4(CC3)OCCO4)CC2)cc1	1	4	-3	-2	3	-7	i	i	0
12	CCOC(=O)c1nnc(-c2ccccc2)nc1NCc1ccccc1	-1	17	2	-5	0	16	i	i	-4
13	O=c1[nH][nH]c(-c2ccccc2O)c1C(C[N+](=O)[O-])c1cccc(Cl)c1 (stereo unspecified)	-10	5	1	4	-3	-13	i	i	-1
14	Cc1ccc(/C=C/C(=O)O)cc1S(=O)(=O)NCC1CCCO1 (stereo unspecified)	-8	-3	1	5	1	-6	i	i	-3
15	O=C1C2C3C=CC(C3=C3CCCCC3)C2C(=O)N1Cc1ccccc1 (stereo unspecified)	-7	-7	2	10	3	22	i	i	-2
16	CN(C)S(=O)(=O)c1cccc(C(=O)NC2CCCc3ccccc32)c1 (stereo unspecified)	-2	18	5	1	-1	0	i	i	-5
17	CN(C)CC(C)(C)CNC(=S)Nc1cc(S(=O)(=O)N2CCOCC2)ccc1Cl	-3	9	-2	25	3	0	i	i	-3
18	CC1CN(S(=O)(=O)c2cccc(C(F)(F)F)c2)CN1C(=O)N1CCOCC1 (stereo unspecified)	4	5	1	1	-1	-2	i	i	-6
19	O=C(c1cccc(F)c1)N1CCCC(C(=O)N2CCCC2)C1 (stereo unspecified)	-3	-6	4	-2	-1	-3	i	i	-2
20	Cc1ccc(S(=O)(=O)NC(C)CCc2ccccc2)cc1C(N)=O (stereo unspecified)	2	-12	3	13	-1	-4	i	i	-1
21	CCOC(=O)N1CCN(c2cc(=O)n(-c3cccc(C)c3)c(=O)[nH]2)CC1	-1	0	-1	3	-1	-8	i	i	2
22	COc1ccc(CNC(=O)COC(=O)c2cccnc2Nc2cccc(C(F)(F)F)c2)cc1	6	1	-4	-1	-1	0	i	i	-4
23	COc1ccc(Br)cc1/C=N/n1c(C)nnc1C	-1	-13	x	13	3	2	i	i	1
24	O=C1NCC(Nc2ccccc2)C(=O)N1 (stereo unspecified)	2	11	3	1	4	-4	i	i	-6
25	O=C(N/C(=C/c1cccs1)C(=O)N1CCOCC1)c1ccco1	-11	7	-3	-5	-4	-8	i	i	-2
26	CC(=O)Cn1c(=O)oc2ccccc21	3	7	-1	3	-1	-3	i	i	3
27	O=C(COC(=O)c1ccc(NS(=O)(=O)c2ccc(Br)s2)cc1)NC1CCCC1	-2	-5	2	-3	-1	-2	i	i	-12
28	CCc1ccccc1-n1cnc2cc(C(=O)O)ccc21	-2	-3	4	-10	0	2	i	i	-5
29	Cc1ccc(NC(/C=C/N(C)C)=C/C(=O)C(F)(F)F)c(C)c1	-6	-7	0	-2	-1	14	i	i	-4
30	COc1ccc(Cn2c(C)cc3c(c2=O)C(c2cccs2)C(C#N)=C(N)O3)cc1OC (stereo unspecified)	3	-6	6	-4	-1	-6	i	i	2
31	Fc1ccc(CN2CCCN(C(=S)Nc3ccc(F)cc3)CC2)cc1	-1	1	5	-119	0	-2	i	i	-1
32	Cc1ccc(NC(=O)CSc2nnc(-c3ccco3)o2)c(C)c1	-11	5	-3	1	3	-1	i	i	-2
33	O=C1ON=C(c2cccc([N+](=O)[O-])c2)/C1=C/c1ccc(O)cc1	-2	1	1	18	2	1	i	i	15
34	COc1ccccc1-c1coc2cc(OC(=O)/C=C/c3ccccc3)ccc2c1=O	3	11	-1	-19	-1	26	x	i	-6
35	CC(C)CCNC1=NCCCCC1	4	8	-5	2	1	-8	i	i	-1
36	CC(C)(C)OC(=O)N1CCC(C(=O)Nc2cccc(C(=O)N3CCCCC3)c2)CC1	2	15	3	-10	-2	-9	i	i	-2
37	CCOC(=O)N1CCN(Cc2nc(C3CC3)no2)CC1	1	2	-3	-2	0	-7	i	i	-3
38	CC1Oc2ccccc2N(Cc2cccnc2)C1=O (stereo unspecified)	3	3	4	-4	-1	-4	i	i	0
39	O=C(NCc1ccc(F)cc1)C(=O)NCC1OCCN1S(=O)(=O)c1ccc2c(c1)OCCO2 (stereo unspecified)	0	-9	4	-15	-2	-2	i	i	-5
40	CN(CC(=O)Nc1cccc(F)c1)C(=O)CCN1C(=O)C2CC=CCC2C1=O (stereo unspecified)	-4	-27	5	-3	4	-4	i	i	-7
41	COc1cccc(C(=O)OCc2cc(=O)oc3c(C)c(C)ccc23)c1OC	2	12	-1	1	5	15	i	i	-14
42	O=C(CN1CCOCC1)Nc1nc(-c2ccccc2Cl)cs1	7	11	0	-10	1	-4	i	i	-3
43	NC12CC3CC(C1)CC(CO)(C3)O2	3	-14	-2	-4	3	-4	i	i	4
44	CCN1CCN(CCCNC(=O)Cn2nc(C)n3nc(-c4ccccc4)cc3c2=O)CC1	1	-21	2	-8	8	-5	i	i	2
45	CN1N=C(C(=O)N2CCc3c([nH]c4ccccc34)C2c2c(F)cccc2Cl)CCC1=O (stereo unspecified)	6	13	1	6	5	9	i	i	11
46	CCCOc1ccc(C2CC(=O)NC2=O)cc1 (stereo unspecified)	-2	-7	-1	-2	0	-6	i	i	7
47	COc1ccc(C(=O)N/N=C(/C)c2cccc(NC(=O)c3ccncc3)c2)cc1OC	2	11	0	-9	2	-4	i	i	-6
48	COc1cc(OC)cc(C(C)=O)c1	8	30	8	4	-1	-5	i	i	-2
49	COC(=O)N/N=C/c1cccs1	-4	2	0	4	-1	-11	i	i	-7
50	O=S1(=O)N[C@@H](Cc2ccccc2)COc2cccc(N3CCC[C@@H]3CO)c21	-2	6	-1	x	x	-2	i	x	0
51	O=C(c1cccn2c(=O)c3cc(Cl)ccc3nc12)N1CCN(Cc2ccc3c(c2)OCO3)CC1	4	-13	-2	5	-17	35	x	i	-4
52	O=C(Cn1nnc(-c2ccccc2)c1COc1ccc2ccccc2c1)NCC1CC1	2	15	4	-2	3	9	i	i	-7
53	c1ccc2cc(CSCc3nc4ccccc4[nH]3)ccc2c1	-13	31	6	14	3	7	i	i	-3
54	C=CCOc1ccc(/C=C2\SC(=S)N(NS(=O)(=O)c3ccccc3)C2=O)cc1	13	14	2	-2	1	32	i	i	12
55	O=C1C=CC(=O)N1Nc1ccc(Br)cc1	-4	8	2	9	-1	-11	i	i	3
56	CC(O)[C@H]1CNC(=O)C(=O)N1CCCCC1CCCCC1 (stereo partly specified)	-1	10	2	-10	-2	-2	i	i	3
57	N#CC1=C(N)OC2=C(CCc3ccccc32)C1c1ccccc1 (stereo unspecified)	-3	19	8	-4	-2	38	i	i	-6
58	CCOCCn1ccc2c(OCC(=O)Nc3ccccc3OC)cccc2c1=O	-7	7	8	-7	0	7	i	i	-4

Compound activity as filed in PubChem.
